# HSF1 activator: increases HSF-1 driven luciferase reporter signal; NIH3T3-HGL HSF-1 luciferase reporter, MG132, 8 h; 100% = twice DMSO control signal; activation, % at 9 µM; hit rate 1.7% among 300,000;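 active means mean replicate activation of at least 50% with a set share of replicates each reaching 50%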;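 further: 0% = median of the neutral control wells and 100% = twice that signal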
# HSF1 inhib: HSF1 inhibition; NIH3T3-HGL HSE-luciferase, MG132-induced, luminescence 8 h; hits give low values; activity change, negative = inhibition, % at 7.5 µM (by protocol); AID 2098; hit rate 0.77% among 300,000;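 active means more than half of replicate wells show activity change below -50%, luminescence cut by over half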;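 further: luciferase reports HSF-1 transcriptional activity via heat shock element; 0% = median of DMSO wells and -100% = zero luminescence signal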
# AI-2 QS mod: modulates the Vibrio harveyi AI-2 quorum sensing system | Vibrio harveyi JMH597 AI-2 luminescence/OD600 ratio, 9 h; hits give low values; strain lacks LuxN and CqsS sensors; 0 = neutral-control median | activity change, % at 7.5 µM | hit rate 0.4% among 300,000 | AID 2094; in the data active means activity change below about -75%, passing the limit was not always enough;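 further: luminescence divided by OD600 gain over 9 h not by final OD600 alone; inactives centre near 13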
# KLF5 inh: inhibitors of KLF5 expression. DLD-1 KLF5 promoter-luciferase reporter, luminescence. hit rate 0.23% among 290,000. AID 1700. inhibition, % at 5 µM;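 active means inhibition above a per-plate limit of that plate's mean compound inhibition plus 3 SD, cut at about 60% in these data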;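 further: 0% = DMSO wells and 100% = LY294002 at 200 µM; higher means less KLF5 promoter-driven luciferase light; inactives centre near -14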
# IEC-6 cytotox: counter-screen for KLF5 inhibitors: cytotoxicity in IEC-6 cells | AID 1825 | inhibition, % at 5 µM | hit rate 0.78% among 290,000 | IEC-6 cytotoxicity, luminescence viability; in the data active means inhibition above about 22%;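 further: 0% = plate median of test compound wells and 100% = cytotoxic reference compound wells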
# aSyn 5UTR inh: MLPCN primary screen, SNCA 5' untranslated region | hit rate 0.82% among 300,000 | inhibition, % (tested at 7.5 µM) | alpha-synuclein 5'UTR reporter, inhibitor activity; in the data active means inhibition above about 60%;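 further: H4 neuroglioblastoma cells stably carrying SNCA 5'UTR luciferase fusion; 0% = DMSO wells and 100% = positive control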
# Platelet DG rel: platelet dense granule release activity | human platelet-rich plasma, SFLLRN dense granule ATP release, luminescence | inhibition, %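 (compounds screened at 7.5 µM in platelet-rich plasma)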 | hit rate 0.22% among 300,000 | AID 1663;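 active means mean replicate score, as percent of positive control, at or above 50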
# HSP90 refold inh: blocks HSP90-mediated luciferase refolding in reticulocyte lysate; Rabbit reticulocyte lysate, luciferase refolding luminescence, 3 h; inhibition, % at 5.6 µM; hit rate 0.91% among 290,000; AID 1789;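 active means inhibition above the screen-wide mean plus 3 SD, computed separately per campaign, cut at about 16% in these data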;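 further: 0% = DMSO wells and 100% = 60 µM geldanamycin wells; inhibitors lower the luminescence because luciferase stays unfolded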
# HIF act: HIF pathway transcriptional activation. U2OS HRE-luciferase reporter, luminescence; normalized: DMSO 0%, desferrioxamine 100%. activation, % at 7.5 µM (by protocol). hit rate 0.32% among 300,000. AID 1910;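 active means mean activation of at least 10% of the iron chelator positive control signal, with at least half of replicates also reaching 10%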
# SKKanGAS inh: SKKanGAS growth inhibition | S. pyogenes SKKanGAS, kanamycin growth, BacTiter-Glo, 6 h | inhibition, % at 7.5 µM | hit rate 1.3% among 300,000;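 active means mean replicate score, as percent of positive control median, at least 50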;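 further: strain carries kanamycin resistance gene driven by streptokinase promoter and grows in 40 µg/ml kanamycin; loss of luminescence reflects streptokinase promoter inhibition or plain growth inhibition; 0% = median of DMSO wells and 100% = positive control at its reference dose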
# The depositor's hits bear a star; / = no result given.
SMILES,HSF1 activator,HSF1 inhib,AI-2 QS mod,KLF5 inh,IEC-6 cytotox,aSyn 5UTR inh,Platelet DG rel,HSP90 refold inh,HIF act,SKKanGAS inh
O=C(COc1ccc(S(=O)(=O)NCCc2ccccc2)cc1)N1CCCC1,2,-5,4,-21,0,-19,2,2,/,-4
CC(=O)CSc1ncnc2sc3c(c12)CCC(C)C3 (stereo unspecified),9,0,15,-47,4,-22,1,-1,0.0,-1
OC(c1ccccc1)c1nccc2ccccc12 (stereo unspecified),16,-4,15,-9,2,2,13,-1,0.1,0
COc1ccc(NC(=S)Nc2cccc3cnccc23)cc1,31,23,3,-22,-5,-72,12,-1,0.4,2
Cc1ccc(-n2ncc3c2CCCC3NC(=O)CCCN2CCCC2=O)cc1C (stereo unspecified),0,-3,34,19,-1,8,-3,-2,-0.6,2
Cc1cc(NC(=O)CSc2nnc(-c3ccoc3C)n2N)no1,-5,-3,20,0,-6,-4,2,-2,0.1,9
COc1cc(C(=O)Nc2ccc3c(c2)ncn3C)cc(OC)c1OC,-5,-7,19,50,55*,25,1,-4,-11,-1
CCCC(C)c1nnc(NC(=O)COc2ccc3c(c2)OCO3)s1 (stereo unspecified),31,9,/,-8,6,-18,-5,5,-41,-5
CCCCN1C(=O)C2(OCCCO2)c2cccc(C)c21,-13,-8,2,-33,4,11,10,2,0.2,8
CC1=NC2(CCCc3c2no[n+]3[O-])N(O)C1(C)C (stereo unspecified),-5,-4,-3,-5,-2,-1,12,7,/,-2
COc1ccc(OC)c(S(=O)(=O)N2CCN(c3ccccc3)CC2)c1,-15,-4,18,-17,1,6,2,-4,-0.2,0
Cc1cccc(NC(=O)Cc2noc3ccccc23)c1C,10,4,8,-36,-1,-41,-12,1,1.0,-11
COc1ccccc1CC(=O)NCCCc1ccccc1,11,-5,28,-26,-7,9,3,-1,-1.6,-3
COc1ccc(C(O)(CCN2CCOCC2)c2ccccc2)cc1 (stereo unspecified),-19,-1,4,-13,-2,9,0,3,0.1,9
O=S(=O)(NCCCN1CCOCC1)c1ccc(Cl)s1,27,4,9,-20,-3,18,-1,1,0.2,-4
Cc1ccc(SC(C)C(=O)N2CCCC2)cc1 (stereo unspecified),-12,-7,32,-27,3,20,-3,1,-0.5,-5
CCOc1ccc(NC(=O)Cn2nnc(C(=O)NCc3ccc(OC)cc3)c2N)cc1,-4,-13,7,-6,-6,-4,8,-4,0.0,4
Cc1nn(Cc2ccccc2)c(Cl)c1C(=O)NCCc1ccccc1,/,/,19,-119,-1,-135,16,2,1.7,-12
CCS(=O)(=O)N1CCN(S(=O)(=O)c2ccc(Cl)s2)CC1,-6,-1,44,-43,1,-7,-11,-3,-1.0,-1
Nc1nc(NCCO)nc(NCc2ccccc2)c1[N+](=O)[O-],-7,-2,0,-23,0,26,/,3,0.7,2
O=[N+]([O-])c1ccc(Sc2n[nH]c(-c3ccncc3)n2)nc1,-16,-1,20,8,1,2,-5,1,-0.3,2
NS(=O)(=O)c1ccc(NC(=S)NC(=O)/C=C/c2ccco2)cc1,-1,2,3,-8,-10,-23,-1,-1,0.8,-1
CCNc1nc(OC)nc(SCC(N)=O)n1,39,0,-5,-16,-4,9,-12,4,0.0,-11
CC(C)CCN1CCNC(=O)C1CC(=O)Nc1ccc(F)cc1 (stereo unspecified),-6,-3,15,-18,0,-3,5,-1,0.3,-1
COc1ccc(NC(=S)N2CCC(C(=O)c3ccc(C)cc3)CC2)cc1,16,0,23,-38,-7,-1,0,0,0.0,-2

# Continuation:
SMILES,HSF1 activator,HSF1 inhib,AI-2 QS mod,KLF5 inh,IEC-6 cytotox,aSyn 5UTR inh,Platelet DG rel,HSP90 refold inh,HIF act,SKKanGAS inh
COCCNC(=O)C(C)OC(=O)c1cc2sccc2n1C (stereo unspecified),-27,-8,36,8,-3,9,3,2,-0.2,2
CCN(CC(=O)Nc1c(F)cccc1F)C(=O)C1CCN(C(=O)c2ccc(Cl)cc2)CC1,1,0,6,/,/,9,0,/,0.0,2
O=C(O)C1(P(=O)(c2ccc(Cl)cc2)c2ccc(Cl)cc2)CC1,-5,-5,10,0,0,-10,-1,-2,-0.8,-2
Cc1ccc(-c2cc(C(=O)N/N=C/C=C/c3ccccc3)n[nH]2)s1,15,10,22,4,0,-4,-5,3,0.6,32
COc1ccc(NC(=O)c2ccccn2)cc1S(=O)(=O)N1CCOCC1,-32,-12,5,7,-12,-4,1,-5,0.0,-5
COc1cc2c(cc1NC(=O)C(C)N1CCN(S(=O)(=O)c3ccc(C)c(C)c3)CC1)oc1ccccc12 (stereo unspecified),-10,-2,31,-14,4,-49,-10,2,-0.3,-5
CC1=CC(C)(C)N(C(=O)CSc2ncn[nH]2)c2ccccc21,-1,-5,15,-27,-2,16,-1,2,0.0,-1
CCCCCC1CC(=O)N(Cc2ccc(Cl)cc2)C(=O)N1 (stereo unspecified),6,4,14,13,1,5,0,-2,0.0,5
Cc1cc(N=Nc2ccc3ccccc3c2)ccc1O,34,17,-50,-111,13,-55,23,-3,2.1,82*
O=C1Nc2ccccc2C12OCCCCO2,-5,-2,5,-2,0,15,-5,3,0.1,-2
O=C(CCCCCn1c(=O)[nH]c2ccsc2c1=O)N1CCCCC1,9,4,18,-4,-2,-7,2,1,0.6,3
O=C(NCCCN1CCOCC1)C(=O)NCc1ccccc1Cl,-4,-13,10,11,1,14,-4,0,-0.2,-5
O=C1CC(NS(=O)(=O)c2ccc([N+](=O)[O-])cc2)CN1c1ccc2c(c1)OCCO2 (stereo unspecified),14,2,20,/,/,-1,-9,/,0.0,-1
CC1(C)CC(=O)C2=C(C1)N(c1ccc(F)cc1)C(N)=C(C#N)C2c1cccs1 (stereo unspecified),-12,-1,7,13,3,-5,12,-1,-0.2,1
O=[N+]([O-])c1[nH]cnc1/C=C/c1ccccc1,12,-1,29,-50,-5,-65,9,-1,0.4,-12
COC(=O)c1ccc(C2=NOC(C)(c3sc(-c4ccccc4)nc3C)C2)cc1 (stereo unspecified),-18,8,-9,/,/,-9,10,/,0.3,12
Cc1ccc(C)c(OCC(=O)Nc2ccc(S(=O)(=O)Nc3ccccn3)cc2)c1,-46,-31,11,5,2,10,-2,-2,-0.3,27
Cc1cc([N+](=O)[O-])nn1Cc1ccccc1F,3,2,-17,-28,-8,-12,0,-2,0.4,-5
CCN(CC)c1ccc(S(=O)(=O)N2CCOCC2)cc1NC(=O)CSc1n[nH]c(N)n1,-7,-1,29,9,-2,3,5,1,0.1,-2
COC1=C(Nc2ccc(OC)cc2)C(=O)c2ccccc2C1=O,-5,-5,2,-26,-7,-161,-11,-1,-55,-1
Cc1ccc(Cn2ccc(NC(=O)c3cc(CC(C)C)on3)n2)cc1,-25,-7,7,-22,-11,-38,-1,-4,0.2,4
CC1=NN(C(=O)COc2ccccc2)C(O)(c2ccccc2)C1 (stereo unspecified),-3,1,7,2,1,4,-6,2,0.1,-4
O=C(c1ccc2snnc2c1)N1CCCCC1,-11,-2,4,-12,2,3,-12,-4,0.0,-6
CCCNC(=O)c1ccc(N2CCC3(CC2)CC(c2ccccc2)=NO3)c(NC(=O)Cc2ccc(F)cc2)c1,6,16,27,-9,7,-3,-2,0,-4.2,33
CC(=O)CC1(O)C(=O)N(CN2CCN(c3ccccc3)CC2)c2ccccc21 (stereo unspecified),14,1,8,3,0,13,0,1,-0.6,3

# Ordered by value in HSF1 activator (rising): some entries from above
Compound	HSF1 activator
COc1ccc(NC(=O)c2ccccn2)cc1S(=O)(=O)N1CCOCC1	-32
COC1=C(Nc2ccc(OC)cc2)C(=O)c2ccccc2C1=O	-5
Cc1ccc(-c2cc(C(=O)N/N=C/C=C/c3ccccc3)n[nH]2)s1	15

# Further results.
SMILES,HSF1 activator,HSF1 inhib,AI-2 QS mod,KLF5 inh,IEC-6 cytotox,aSyn 5UTR inh,Platelet DG rel,HSP90 refold inh,HIF act,SKKanGAS inh
Cc1nc2ccc(NC(=O)Cc3ccc4c(c3)OCCO4)cc2s1,10,-4,1,-15,-4,-2,-2,1,1.6,-7
COc1ccc(CNC(=O)CN(C(=O)CCC(=O)Nc2ccccn2)c2cccc(C)c2C)cc1,9,-6,/,-18,-3,0,0,0,-0.2,-8
Cc1cc(C(=O)N/N=C/c2ccccn2)c2ccccc2n1,-14,-12,5,-5,1,11,9,-1,-0.1,0
CSc1ccc(/C=C/c2cc(=O)c3ccccc3[nH]2)cc1,6,12,18,9,4,-69,6,2,1.6,-2
Cc1cccc2cc(CN(CCCN3CCOCC3)Cc3nnnn3C(C)(C)C)c(=O)[nH]c12,/,/,6,6,-1,10,7,-3,0.2,-13
O=C(c1ccccc1Cl)N1CCC(O)(c2cccnc2)CC1,32,11,11,-10,-4,-50,-5,-1,0.4,-6
O=C(Nc1nnc(C2CCCC2)s1)C1CCC1,39,15,16,-71,-2,-54,-1,5,1.8,14
O=C(CSCc1ccc(Cl)cc1)Nc1ccc(S(=O)(=O)N2CCOCC2)cc1,16,-4,14,-15,0,9,-5,-4,-0.4,-24
Cc1cc(CN(C)C(=O)CC2C(=O)NCCN2Cc2c(F)cccc2Cl)on1 (stereo unspecified),-26,-1,15,-28,-6,11,3,-3,-0.4,10
O=C(/C=C/c1ccccc1)Nc1cc(NC(=O)/C=C/c2ccccc2)cc(C(=O)O)c1,-14,-3,7,-4,-4,-21,-4,32*,-2.1,9
Cc1cccc(C(=O)OC(C)C(=O)NC2CCCc3ccccc32)c1O (stereo unspecified),-2,0,14,/,/,0,-9,/,-0.4,-5
CN(Cc1ccccc1)Cc1nc2c(c(=O)n(C)c(=O)n2C)n1Cc1ccc(Cl)cc1,28,-5,-8,-15,4,8,-3,-1,0.1,7
CC(=O)Nc1ccc(C(=O)Nc2cc(C(F)(F)F)ccc2-n2cnc3ccccc32)cc1,-9,8,-4,-5,4,16,1,-1,-0.2,9
COc1ccccc1CCC(=O)NNC(=O)c1ccccc1,-1,-1,19,10,-4,-11,-2,-8,0.1,-5
COC(=O)Cn1c(=NC(=O)c2nc3ccccc3s2)sc2cc(S(C)(=O)=O)ccc21,5,-10,32,-90,-2,0,6,-5,0.1,17
COc1ccc(C(=O)O)cc1NC(=S)NC(=O)/C=C/c1ccc(C(C)C)cc1,6,8,139,-23,-6,-14,2,-5,-1.4,42
COc1ccc(OCC(O)CNC(=O)c2sccc2Cl)cc1 (stereo unspecified),17,4,5,-30,-3,-12,-3,4,0.3,-8
COc1cc2nc(CN(CCC(C)C)Cc3nc4cc(OC)c(OC)cc4c(=O)[nH]3)[nH]c(=O)c2cc1OC,20,10,19,-7,4,-49,0,2,-0.2,-12
CC(C)CC(=O)NC(=S)Nc1ccc(S(=O)(=O)N2CCN(C)CC2)cc1,8,-3,6,-25,4,13,17,-3,0.3,-12
NNC(=S)NCc1ccc2c(c1)OCO2,14,-2,31,-34,-2,-25,-8,0,2.8,-8
O=c1c2cc(-c3ccccc3)sc2nc2n1N=C(c1cccs1)CS2,36,24,17,-43,4,-105,0,0,2.7,19
O=C(NC12CC3CC(CC(C3)C1)C2)c1cnccn1,8,3,9,-10,-1,2,-3,2,-1.1,-2
CC(=O)c1ccc(S(=O)(=O)N2CCN(C(=O)CN3C(=O)NC4(CCCC4)C3=O)CC2)cc1,21,-2,-7,/,/,5,8,/,1.4,-2
CCOc1ncccc1C(=O)Nc1cccc(C(=O)Nc2cccc(S(=O)(=O)CCO)c2)c1,-8,-3,11,-12,3,13,-3,2,-1.0,11

# From PubChem BioAssay
